Mito fusion act: inhibitors of mitochondrial division or activators of mitochondrial fusion; AID 485298; S. cerevisiae fusion-defective mutant growth rescue, CellTiterGlo 48 h; Potency, µM (titrated, usually from 46.1 µM), inactives show at the highest dose growth rescue (activation), hits mostly activators; hit rate 0.23% among 320,000;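 further: potency means the concentration at half of the fitted maximal effect; % of control where 0% means no effect; nearly all actives have a fitted effect of over 45% in size; temperature-sensitive fusion mutants such as fzo1-1 at 37 °C on non-fermentable ethanol glycerol medium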
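Compounds are tested for their ability to restore growth of mitochondrial fusion-defective yeast strains at non-permissive 37C in YPEG medium over 48 hours. Viability is quantified by luciferase luminescence.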
CXXC DNA block: inhibitors of human MLL CXXC domain-DNA interaction; MLL-CXXC / FITC-HOXA9 DNA fluorescence polarization; Q03164; Potency, µM (titrated, usually from 115 µM), without a hit: top-dose activity change, negative = inhibition, most hits filed as inhibitors; hit rate 0.037% among 290,000; AID 2662; active means well fitted inhibition curve with a large enough effect in the polarisation, with a control signal flat, not every such curve was filed as active; inconclusive means small, poorly fitted or top-dose-only effect, or effect the other way, or a change in a side signal; inactive means no such curve, though single readings can be large or run the other way; the % refers to the polarisation; further: potency means the concentration at half of the fitted maximal effect
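Fluorescence polarization: 7 uM MLL-CXXC (stock) preincubated 5 min with compounds, then 50 nM fluorescein-HOX-A9 DNA (stock) added; 30 min ambient. Buffer 50 mM Tris-HCl pH 7.5, 50 mM NaCl, 1 mM DTT, 0.05% BSA.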
PTAP TSG101 blk: blocks PTAP/TSG101 interaction to inhibit HIV-1 budding; Potency, µM (top dose mostly 115 µM), for the others: at the top dose activity change, negative = inhibition, usual class: inhibitors; AID 493005; Q99816; Fluorescence polarization, FITC-PTAP peptide / Tsg101 binding; 340,000 tested, under 10 active; active means well fitted inhibition curve with a large enough effect in the main read-out, with a control signal flat, not every such curve was filed as active; inconclusive means small, poorly fitted or top-dose-only effect, or effect the other way, or a change in a side signal; inactive means no such curve, though single readings can be large or run the other way; further: potency means the concentration at half of the fitted maximal effect; % of control where 0% means no effect
Target sequence (Q99816 whole entry, looked up): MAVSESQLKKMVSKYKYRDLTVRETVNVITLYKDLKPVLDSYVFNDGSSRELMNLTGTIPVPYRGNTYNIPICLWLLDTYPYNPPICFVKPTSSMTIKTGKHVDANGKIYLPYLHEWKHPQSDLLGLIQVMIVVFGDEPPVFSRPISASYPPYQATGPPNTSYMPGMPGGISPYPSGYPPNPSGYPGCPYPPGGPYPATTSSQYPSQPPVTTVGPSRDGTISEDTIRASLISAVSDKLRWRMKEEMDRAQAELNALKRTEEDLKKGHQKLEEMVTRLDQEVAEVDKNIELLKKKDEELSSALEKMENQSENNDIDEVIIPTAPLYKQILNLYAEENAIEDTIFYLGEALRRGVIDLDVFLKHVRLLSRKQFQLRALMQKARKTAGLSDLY
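Fluorescence anisotropy tracks displacement of a FITC-tagged PTAP peptide (50 nM) from the Tsg101 binding domain (10 uM), following a 20 min room-temperature incubation at pH 7.5.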
TSHR antagonist: antagonists of human thyroid stimulating hormone receptor; TSHR-expressing cells, TSH-stimulated cAMP HTRF, 2 h; hits give low values; activity change, negative = inhibition, % at 11.5 µM; hit rate 0.2% among 330,000; P16473; AID 504810;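 active means activity change below a set negative limit, meaning inhibition stronger than a set level, cut at about -70% in these data; inconclusive means activity change between two set negative limits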; further: on the % scale 0 is the no-effect control and ±100 the full control effect
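TSHR-expressing cells, 200/well, pre-treated with compound, then stimulated with EC80 TSH (4nM final) for 2 hours at 37 deg C. cAMP measured by competitive HTRF: anti-cAMP cryptate antibody in lysis buffer plus cAMP-d2, read after 30 minutes at room temperature.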
MBNL1 CUG block: MBNL1-poly(CUG) RNA binding inhibition. hit rate 0.036% among 280,000. TR-FRET MBNL1-His/biotin-(CUG)12 binding, 665/545 ratio. AID 2675. Potency, µM (top dose mostly 57.5 µM), without a hit: at the highest dose activity change, negative = inhibition, actives largely listed as inhibitors. Q9NR56; active means well fitted inhibition curve with a large enough effect in the signal ratio, with a control signal flat, not every such curve was filed as active; inconclusive means small, poorly fitted or top-dose-only effect, or effect the other way, or a change in a side signal; inactive means no such curve, though single readings can be large or run the other way; the % refers to the signal ratio; further: potency means the concentration at half of the fitted maximal effect; on the % scale 0 is the no-effect control and ±100 the full control effect
Target sequence (Q9NR56 whole entry, looked up): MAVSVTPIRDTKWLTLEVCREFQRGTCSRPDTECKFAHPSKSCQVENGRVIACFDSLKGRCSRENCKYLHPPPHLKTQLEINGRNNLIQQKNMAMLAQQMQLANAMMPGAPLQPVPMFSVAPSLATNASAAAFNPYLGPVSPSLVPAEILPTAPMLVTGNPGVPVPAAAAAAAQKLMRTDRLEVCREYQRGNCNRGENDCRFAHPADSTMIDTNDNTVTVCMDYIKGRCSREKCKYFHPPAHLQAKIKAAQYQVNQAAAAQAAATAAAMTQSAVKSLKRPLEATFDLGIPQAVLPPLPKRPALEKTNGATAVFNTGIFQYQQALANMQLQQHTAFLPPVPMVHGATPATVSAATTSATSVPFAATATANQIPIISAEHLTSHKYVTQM
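MBNL1-His + Biotin-(CUG)12, cpd titration 92 nM–58 uM; Tb anti-His Ab 0.055 ng/ul, SA-XL665 5 nM (final); 60 min RT; ratiometric 665/545 nm, Ex 340 nm; normalized to buffer and full-complex controls.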
AT treatment: potential ataxia-telangiectasia treatment | […] A-T fibroblasts, KAP-1 phosphorylation AlphaLISA; neocarzinostatin DNA damage 30 min before lysis | Potency, µM (series often up to 57.5 µM), for the others: top-dose activation, actives largely listed as activators | hit rate 0.19% among 320,000; further: potency means the concentration at half of the fitted maximal effect; % of control where 0% means no effect; nearly all actives have a fitted effect of over 45% in size
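ATM-like activity read as KAP-1 phosphorylation via AlphaLISA donor/acceptor antibody pairs after lysis and 6 hr at 25C. Cells were ATM-null patient fibroblasts ([…], hTERT), dosed 60 min, then exposed to the DSB inducer NCS for 30 min.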
ASM inhibitor: inhibitors of human secretory acid sphingomyelinase; P17405; placental ASM, HMU-PC fluorogenic substrate, 60 min; Potency, µM (series often up to 57.5 µM), without a hit: at the top dose activity change, negative = inhibition, usual class: inhibitors; hit rate 0.006% among 340,000; AID 504937; further: potency means the concentration at half of the fitted maximal effect
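Human placenta-derived ASM preincubated with compound 10 min at room temperature, then reacted with 9 uM (final) fluorogenic HMU-PC substrate for 60 min at 37 C. Stop solution raises pH to 10; fluorescence read at Ex 386/Em 447 nm.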
Menin MLL FP TR: menin-MLL binding inhibition, Texas Red mutant peptide. Menin + Texas Red MLL mutant peptide, fluorescence polarization. AID 1768. hit rate 0.23% among 270,000. Potency, µM (top dose mostly 61.6 µM), for the others: at the top dose FP activity change, negative = inhibition, hits mostly inhibitors. O00255; active means well fitted inhibition curve with a large enough effect in the polarisation, with a control signal flat, not every such curve was filed as active; inconclusive means small, poorly fitted or top-dose-only effect, or effect the other way, or a change in a side signal; inactive means no such curve, though single readings can be large or run the other way; the % refers to the polarisation; further: potency means the concentration at half of the fitted maximal effect; % of control where 0% means no effect; many of its hits are not listed in these tables
TCR act: activators of T cell receptors. primary human leukocytes, anti-CD3, IL-2 HTRF, 48 h. 330,000 tested, under 10 active. Potency, µM (series often up to 9.22 µM), for the others: at the highest dose activation of IL-2 secretion, most hits filed as activators. AID 504894; further: % of control where 0% means no effect
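TCR engagement came from a-CD3 beads alone, with compounds added to primary human leukocytes for 48 hr. Secreted IL-2 bridged europium cryptate- and d2-labelled anti-IL-2 antibodies, giving FRET emission at 665nm after 320nm excitation.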
a7 integrin act: activators of alpha7 integrin expression for muscular dystrophy; hit rate 0.064% among 350,000; AID 624291; alpha7betagal myoblasts, beta-gal FDG fluorescence, 48 h; Potency, µM (doses to about 38.3 µM), for inactives: top-dose activation, usual class: activators;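 further: potency means the concentration at half of the fitted maximal effect; 100% = response of the positive control SU9516; nearly all actives have a fitted effect of over 60% in size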
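Alpha7betagal+/- myoblasts (passage 13) were plated 16-24 hr, then exposed to compounds (1:260 dilution of DMSO stock) for 48 hours at 37C. After MPER lysis, β-galactosidase reporter activity was read as FDG fluorescence (ex 480/em 540) after 30 minutes.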
* = called active by the depositor; u = inconclusive; x = no result given; [ ] = remark or other dose. Unless noted, the call rests on the fitted dose curve; in most records, active means well fitted curve in the direction sought with a large enough effect; inconclusive means small, poorly fitted or top-dose-only effect, or another doubt; inactive means no such curve, though single readings can be large; an effect the other way counts as inactive or inconclusive. Not all compounds are listed; the hit share may differ from the screen's.

canonical_smiles | MBNL1 CUG block | Menin MLL FP TR | PTAP TSG101 blk | TCR act | TSHR antagonist | CXXC DNA block | ASM inhibitor | a7 integrin act | Mito fusion act | AT treatment
COC(=O)c1ccc(C2=NOC(C)(c3nnc(-c4cccc(Cl)c4)o3)C2)cc1 (configuration not stated) | x | x | -3% | 0% | x | x | -10% | 1% | x | x
CC(=O)CCC(=O)N1CCCC(N2CCN(c3cccc(Cl)c3)CC2)C1 (configuration not stated) | 1% | -11% | -6% | 3% | 12 | 5% | 2% | -3% | 1% | 2%
Cc1nnc(SCC(=O)Nc2cc(S(C)(=O)=O)ccc2Cl)n1Cc1ccccc1 | -6% | 1% | 1% | -1% | 22 | 17% | 0% | 0% | 1% | 1%
CCOC(=O)C(CC)(CCC(=O)O)c1csc(Nc2ccc(C)cc2)n1 (configuration not stated) | -16% | 5% | -2% | 2% | -1 | -8% | 6% | -18% | -3% | 3%
CCOC(=O)c1cnc(SCc2ccc(C(C)(C)C)cc2)nc1N | -2% | -3% | 3% | 1% | -23 | 2% | -6% | -19%[7.66 µM] | -4% | 2%
CC(=O)NC12CC3CC(C1)CC(C(=O)N1CCN(C(=O)c4ccco4)CC1)(C3)C2 | x | x | -2% | -7% | 11 | x | 2% | 18% | -7% | -2%
Cn1c(=O)[nH]c(=O)c2c1nc(N/N=C/C(Br)=C/c1ccccc1)n2CCO | u | x | -2% | 6% | -4 | -2% | -10% | -24% | 2% | 6%
COC(=O)c1cn(-c2ccccc2)nc1-c1ccc(OC)cc1 | -3% | 52%[activator] | 0% | -4% | 11 | -14% | -7% | 2% | -5% | 25%
COc1ccc(OCCCC(=O)Nc2ccc(S(=O)(=O)N3CCOCC3)cc2)cc1 | x | x | -4% | x | 12 | x | 15% | -19% | -1% | -8%
O=C(c1sc2cc([N+](=O)[O-])ccc2c1Cl)N1CCOCC1 | u | -1% | -5% | -2%[46.1 µM] | 21 | 4% | -1% | 5% | 1% | 1%
CCC(C)NC(=O)Nc1ccc(Br)cc1 (configuration not stated) | -7% | 1% | -3% | -2% | -12 | 5% | -1% | -14% | 4% | -4%
CCCSc1nc(N)nc(-c2cccs2)c1C#N | 5% | u | -3% | -2% | -1 | 7% | 7% | 5% | 20% | -3%
COc1ccc(-c2csc(Nc3ccccn3)n2)cc1 | 3% | u | -1% | -4% | -26 | 4% | -1% | 5% | -6% | 2%
CCN1C(=O)c2ccc(C(=O)NCc3ccccc3)cc2C1=O | u | u | -2% | 9% | 15 | 2% | 3% | 17% | -1% | 3%
CCCS(=O)(=O)N1CCCC(C(=O)c2ccccc2OC)C1 (configuration not stated) | -14% | -10% | -4% | -1% | 10 | -8% | -2% | -35% | 11% | 8%
CCOC(=O)CC1CCCCN1Cc1cn[nH]c1-c1ccc(F)cc1F (configuration not stated) | 13% | -3% | -7% | -2% | 6 | 5% | 4% | 1% | 0% | 0%
CC1=C(C)CC(C(=O)NNC(=O)c2csc3c2CCC(C(C)(C)C)C3)C(C(=O)O)C1 (configuration not stated) | 7%[11.5 µM] | 0% | -2% | -6%[46.1 µM] | 2 | 12% | -3% | -20% | u | -1%
COc1ccc(NC(=O)C2CCCN2C(=O)Nc2ccc(OC)cc2)cc1 (configuration not stated) | -8% | -13% | 0% | -3% | 37 | -13% | -2% | u | -2% | -1%
CCOC(=O)c1csc(NC(=O)CSc2nnnn2-c2ccc(OC)cc2)n1 | 2% | 0% | -1% | -2% | -5 | -2% | 1% | -4% | -1% | 2%
O=C(NCc1ccccc1C(F)(F)F)C1CCC(=O)N(C2CCCCCC2)C1 (configuration not stated) | -5% | x | -6% | -5% | 3 | 14% | -2% | 2% | 2% | 8%
COc1ccc(N2CCN(CCNC(=O)Nc3ccc(Cl)cc3)CC2)cc1 | -4% | 20% | 2% | -3% | 12 | 0% | -2% | -17% | -4% | x
CCN(CC(=O)NC(=O)Nc1ccccc1F)Cc1ccccc1 | x | x | -3% | -3% | -6 | x | x | 25% | 14% | 9%
CC1(C)CC(NC(=O)CCC2CCCC2)CC(C)(C)N1 | 0% | 0% | -6% | 4% | -6 | 2% | 2% | -7% | 2% | 10%
CCN(C(=O)CN1C(=O)c2ccccc2S1(=O)=O)C1CCCCC1 | x | x | -5% | 2% | 4 | x | 4% | -6% | 7% | 1%
CC(C)CC(=O)N1CCN(Cc2ccccc2Br)CC1 | -4% | -29% | 0% | -2% | 7 | 15% | -1% | 13% | -1% | 4%
CCOc1ccc(NC(=O)N2CCC(c3ccc(C)cc3)C2)cc1 (configuration not stated) | -3% | -8% | -1% | 10% | 22 | 1% | -1% | 5% | -4% | -2%
COc1cccc(CNCc2ccc(SC)cc2)c1OC | 6% | -24% | -2% | 2% | -14 | 8% | 4% | -37% | 0% | 6%
O=C(OCc1nnc(-c2ccccc2)o1)c1ccco1 | 4% | -4% | -4% | -8% | 19 | -5% | -4% | 17% | 6% | 20%
Cc1ccc(NC(=O)CN2CCc3ccccc3C2)cc1F | -4% | x | 1% | 0% | 4 | -9% | 7% | -4% | 0% | 2%
O=C(c1ccc(=O)[nH]c1)N(Cc1ccco1)C1(C(=O)NC2CCCC2)CCCCC1 | -5% | 1% | -7% | -5% | 11 | 1% | 3% | -10% | -2% | 15%
Cc1cc(Cl)cc(C)c1OCC(=O)O | 2% | 1% | -14% | -5% | -14 | -1% | 6% | -15% | -2% | 4%
O=C1/C(=C/c2ccc(N3CCCC3)cc2)NC(=S)N1C1CC1 | u | 3% | u | 2% | -17 | u | -26% | -63%[inhibitor] | -7% | -4%
CCn1c(SCC(=O)N2c3ccccc3CC2C)nnc1-c1ccco1 (configuration not stated) | x | x | -5% | -6% | x | x | -1% | -7% | x | x
N#C/C(=C\c1ccccn1)c1nc2ccccc2s1 | 17% | u | u | -8% | 4 | u | 19% | -32% | 20% | 7%
O=C(CNC(=O)c1cccc(S(=O)(=O)N2CCc3ccccc32)c1)Nc1ccccc1Br | x | x | 0% | -9% | x | x | -13% | -13% | x | x
CC(C)(C)OC(=O)N/N=C\c1ccc(OC(=O)c2ccco2)cc1 | 0% | -8% | -2% | -3% | -25 | 107%[activator] | -7% | 5% | -3% | 4%
CCCN(CC(=O)Nc1ccccc1C)C(=O)c1cn2ccccc2n1 | x | x | -4% | -4% | 3 | x | 2% | 5% | -3% | 5%
CCSc1nc(-c2ccccc2)c(-c2ccccc2)n1CC(O)CO (configuration not stated) | -1% | -11% | -3% | -6% | 3 | 14% | -5% | -17% | -10% | 11%
COc1ccc(NC(=O)CSc2nc(N)cc(N)n2)cc1S(=O)(=O)N1CCCCC1 | x | x | 0% | -1% | 6 | x | 4% | -3% | -6% | -1%
CCc1cccc(CC)c1NC(=O)CO/N=C(\C)c1cccs1 | 0% | 2% | 0% | -6%[46.1 µM] | -11 | 0% | -1% | 4% | 12% | 1%
C[C@H](NC(=O)c1[nH]cnc1C(=O)Nc1ccccc1)c1ccccc1 | x | x | -1% | -2% | -1 | x | -4% | -29% | -37%[inhibitor] | 8%
Cc1ccc(NC(=O)C(c2ccc(Cl)cc2)N2CCCCC2)cc1 (configuration not stated) | 6% | -10% | -2% | -9% | 7 | -3% | -2% | 10% | 2% | -4%
CC(=NNC(=S)Nc1ccc(C)cc1)c1ccccn1 | x | x | 0% | 1% | x | x | -5% | -5% | x | x
CCN(Cc1cnn(C)c1)Cc1nc(C(c2ccccc2)c2ccccc2)no1 | u | -6% | -2% | 3% | -10 | 24% | 0% | -27% | -13% | -1%
Nc1ccc2c3c(cccc13)C(=O)N(c1ccccc1)C2=O | u | 3% | u | -2% | -12 | u | 40%[activator] | -196%[inhibitor] | 2% | 12%
O=C1CSC(c2ccco2)N1 (configuration not stated) | 5% | 12% | 1% | -5% | 5 | 1% | 1% | 12% | 2% | 3%
Cc1c(C)c2ccc(OC(C)C(=O)NCc3ccccn3)cc2oc1=O (configuration not stated) | 18% | 0% | -3% | 1% | -3 | 2% | 86%[activator] | -16% | -3% | -5%

High-throughput results deposited in PubChem by National Center for Advancing Translational Sciences (NCATS).
